Rtt109 Vps75: blocks Candida albicans Rtt109/Vps75 acetyltransferase activity; Q5AAJ8; purified Rtt109/Vps75, ThioGlo CoA-SH fluorescence, 4 h; inhibition, % at 34.9 µM; 330,000 tested, 0.16% active; AID 540336;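 active = inhibition of at least 50% in every replicate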
Target sequence (Q5AAJ8 whole entry, looked up): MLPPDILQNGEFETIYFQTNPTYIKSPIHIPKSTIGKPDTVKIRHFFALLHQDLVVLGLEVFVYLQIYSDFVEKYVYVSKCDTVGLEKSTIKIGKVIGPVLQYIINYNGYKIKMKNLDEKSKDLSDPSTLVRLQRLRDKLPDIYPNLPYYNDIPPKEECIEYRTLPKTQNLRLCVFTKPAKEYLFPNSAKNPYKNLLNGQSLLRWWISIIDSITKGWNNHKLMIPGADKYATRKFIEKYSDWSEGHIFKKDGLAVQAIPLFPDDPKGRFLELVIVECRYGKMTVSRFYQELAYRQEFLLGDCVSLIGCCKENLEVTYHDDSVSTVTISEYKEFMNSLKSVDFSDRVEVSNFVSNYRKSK
DAGLB inhibitor: blocks human DAGLB lipase activity. HEK293T DAGLB membrane lysate, EnzChek fluorogenic substrate. inhibition, % at 5.17 µM. Q8NCG7. AID 504411. 340,000 tested, 0.059% active; in the data active = inhibition above about 34%;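 also: 0% = enzyme with vehicle and 100% = wells lacking enzyme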
CAL PDZ FP-1: human CAL PDZ-peptide interaction inhibition; inhibition, % at 20 µM; 330,000 tested, 0.02% active; Q9HD26; purified CAL PDZ, TMR-peptide fluorescence polarization, 1 h; AID 504414;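 active = highest replicate inhibition of at least 40%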;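 also: plate controls were DMSO neutral control wells for no effect and unlabeled competitor peptide control wells for full effect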
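Assay system – tagged CAL PDZ protein CerCALP, purified · Timing – 1 h at RT · Compound – single point, 20 µM · Measured by – fluorescence polarization from S- and P-plane intensities, G-factor corrected · Evaluation – inhibition from polarization loss · Probe or stimulus – TMR reporter peptide T*-PRC34 · Buffer or medium – pH 7.4 phosphate-saline buffer, reducing agent, detergent, IgG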
cardiac RTF act: increases calcium sensitivity of human cardiac regulated thin filaments. IANBD-labeled TnC RTF fluorescence at EC20 calcium; 0% EC20 calcium, 100% full calcium. activation, % at 7.2 µM. 340,000 tested, 0.24% active;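 active = activation above the mean over all tested compounds plus 3 SD, cut at about 30% in these data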;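 also: rise in fluorescence read as greater calcium sensitivity of cardiac thin filaments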
LANA DNA inh: blocks KSHV LANA C-terminal domain binding to DNA; 340,000 tested, 0.078% active; MBP-C-LANA/FAM-LBS DNA binding, fluorescence polarization; inhibition, % at 9 µM; AID 504423;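 active = highest replicate inhibition at or above 60% at 9 µM, even if other replicates fall short; inactive = all replicates below 60% inhibition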;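 also: 0% = neutral control wells and 100% = 4 µM acridine orange control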
CAL PDZ FP-2: CAL PDZ (human) peptide binding inhibition | Q9HD26 | purified CAL PDZ, TMR-peptide fluorescence polarization, 1 h | inhibition, % at 24.9 µM | 300,000 tested, 0.92% active | AID 602252;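 active = mean inhibition of at least 30% with at least half of replicates also reaching 30%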;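 also: 0% = DMSO neutral control and 100% = excess unlabeled competitor peptide PRC23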
PKA-R2B activ: activates the human PKA-R2B holoenzyme complex. AID 504700. PKA-R2B holoenzyme dissociation, Cy5-IP20 fluorescence polarization; R2B truncated from residue 108, S112A mutant; 0% DMSO only, 100% 113 µM cGMP. P22694+P31323. 340,000 tested, 0.079% active. activation, % at 11.4 µM;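 active = activation above a cutoff set at the mean over all compounds plus 3 SD, cut at about 18% in these data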;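 also: higher means more holoenzyme dissociation and a rise in polarization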
RTF Ca sens inh: cardiac RTF calcium desensitization; IANBD-labeled cardiac RTF, Ca2+ fluorescence; P19429+P45379; inhibition, % at 7.15 µM; 340,000 tested, 0.12% active; AID 493244;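 active = inhibition above the mean inhibition of all tested compounds plus 3 SD, cut at about 17% in these data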;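 also: assay run at fixed EC70 calcium of 1.6 mM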
Keap1 Nrf2 FP: Keap1-Nrf2 (human) interaction inhibition. Q14145. Keap1 Kelch-Nrf2 peptide fluorescence polarization, 1536-well. inhibition, % at 9.4 µM. 340,000 tested, 0.15% active; in the data active = inhibition above about 12%;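 also: human Keap1 Kelch domain with fluorescein labeled Nrf2 9mer peptide probe; 0% = neutral control wells and 100% = peptide positive control; higher means more block of Keap1 binding to Nrf2 peptide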
Target sequence (Q14145 whole entry, looked up, the tested form may be a part): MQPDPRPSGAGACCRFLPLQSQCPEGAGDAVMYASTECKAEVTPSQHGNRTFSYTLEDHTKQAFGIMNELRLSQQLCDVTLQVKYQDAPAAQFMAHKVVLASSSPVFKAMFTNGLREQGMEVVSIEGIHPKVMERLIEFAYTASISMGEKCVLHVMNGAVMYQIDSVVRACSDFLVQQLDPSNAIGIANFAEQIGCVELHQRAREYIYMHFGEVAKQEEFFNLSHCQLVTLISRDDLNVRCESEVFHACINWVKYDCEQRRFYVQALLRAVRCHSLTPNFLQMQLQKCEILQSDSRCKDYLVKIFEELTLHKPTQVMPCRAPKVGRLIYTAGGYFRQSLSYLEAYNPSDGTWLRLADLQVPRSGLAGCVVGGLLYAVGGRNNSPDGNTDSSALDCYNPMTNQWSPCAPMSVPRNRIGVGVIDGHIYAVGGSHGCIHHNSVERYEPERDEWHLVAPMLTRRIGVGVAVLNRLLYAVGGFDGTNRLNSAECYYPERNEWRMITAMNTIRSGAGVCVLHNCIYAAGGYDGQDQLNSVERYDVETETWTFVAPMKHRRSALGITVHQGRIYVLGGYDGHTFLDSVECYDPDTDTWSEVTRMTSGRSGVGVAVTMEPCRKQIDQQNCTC
SR-BI uptake up: activators of SR-BI mediated HDL lipid uptake; CHO ldlA[mSR-BI] cells, DiI-HDL uptake fluorescence, 3 h; 100 = double the neutral-control signal; 320,000 tested, 0.096% active; activation, % at 12.5 µM;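 active = mean replicate activation of at least 60% and every replicate at or above 60%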;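 also: 0% = median plate neutral-control signal and 100% = twice that signal; values of inactives mirror those of a sister screen read the other way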
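Material – SR-BI-overexpressing, LDLR-lacking CHO cells · Medium – BSA-supplemented, HEPES-buffered Ham's F12, pH 7.4 · Doses – single concentration · Times – compound with DiI-HDL co-incubation, 3 h at 37 °C · Measured by – bottom-read fluorescence, 550/595 nm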
* marks the source's active call; other numbers are inactive results; · = not tested or not shown.

SMILES	Rtt109 Vps75	DAGLB inhibitor	CAL PDZ FP-1	cardiac RTF act	LANA DNA inh	CAL PDZ FP-2	PKA-R2B activ	RTF Ca sens inh	Keap1 Nrf2 FP	SR-BI uptake up
Cc1cc(Nc2ccccc2Br)n2nc(C)nc2n1	0	-3	0.8	5	-1.4	-8	11	-11	3	7
Cc1cccc(N2C(=S)NC3c4cc(Cl)ccc4OC2(C)C3C(=O)N(C)C)c1 (stereo unspecified)	6	-1	-1.8	6	-0.1	-6	-2	-4	-8	2
O=C(CN1CCCCCC1)Nc1ccccc1F	0	0	-1.3	-2	-0.3	0	0	-1	6	36
CCc1nnc(NC(=O)CN2CCN(Cc3ccc(C)cc3)CC2)s1	1	-3	0.2	-10	2.1	-5	-7	4	0	26
CC(C)C1/C(=N/O)CC(c2ccccc2)NC1c1ccccc1 (stereo unspecified)	-2	-10	-0.5	8	0.1	·	8	-3	2	10
O=C(NC1CCN(Cc2ccccc2)CC1)c1cccc(NS(=O)(=O)c2ccc(Br)cc2)c1	20	2	-1.3	-4	0.9	-11	-7	4	-2	16
Nc1ncncc1-c1ccc([N+](=O)[O-])cc1	·	-5	-2.7	0	1.2	0	-4	-8	4	-6
COc1cc(/C=C/C(=O)OCC(=O)NCCCc2ccccc2)ccc1O	0	2	-0.1	-2	-2.7	0	-6	-2	-2	-20
COC(=O)c1ccc(NC(=O)CSc2nc(C)cc(=O)[nH]2)cc1	-8	1	-0.2	2	-1.1	-3	-2	-6	-4	18
Oc1ccc(C=NNc2nc3ccccc3s2)c(O)c1	1	4	5.6	2	4.2	6	-1	-3	-6	-74
CCOc1ccc(S(=O)(=O)n2c(C)nc3ccccc32)cc1	3	3	-0.3	-2	-2.1	·	6	-10	4	·
c1ccc2c(c1)OCC(CNc1ncnc3nc[nH]c13)O2 (stereo unspecified)	1	-5	-1.3	-1	-0.7	·	-3	-5	-3	-3
COc1ccc(C(=O)CC(=O)C(=O)Nc2ccc(C)cc2Cl)cc1	-2	0	-0.5	-9	-1.3	-1	1	-2	2	5
O=C1NC2(CCCCC2)C(=O)N1CC(=O)N(Cc1ccccc1)c1ccccc1	5	-3	-1.6	-2	-0.3	7	-1	-1	-2	33
CCOCCCNC(=O)CCc1ccc(-n2cnc3cccnc32)cc1	12	-2	1.9	1	1.6	-3	-2	0	4	15
Cc1cc(C)cc(C(=O)Nc2ccncc2)c1	30	-3	0.2	-1	0.4	-8	5	-1	-4	4
O=C1/C(=C/c2cccs2)COc2ccccc21	1	-5	-0.4	-7	-2.0	-1	-6	18*	2	-8
CCCCCCC(NC(=O)c1ccc(C)cc1)C(=O)O (stereo unspecified)	9	0	0.1	2	-0.2	-6	-4	-2	0	7
Cc1cc2n(n1)C(c1ccc3c(c1)OCO3)Nc1c(C)cccc1-2 (stereo unspecified)	1	-3	-1.9	-1	0.7	-1	-7	-7	-3	-46
COc1ccc(NC(=O)Cc2ccccc2F)cn1	-4	1	-0.6	1	1.0	1	-7	-1	0	41
O=c1[nH]c2ccc(F)cc2[nH]c1=O	7	2	0.4	5	3.6	-6	-6	-6	3	11
Cc1ccc(NC(=O)CN(c2ccc(Cl)cc2)S(=O)(=O)c2cc([N+](=O)[O-])ccc2Cl)cc1	-1	-9	0.4	3	-2.1	-3	-7	-4	-7	-9
CCOC(=O)C1CCN(C(=S)NC(=O)c2cccs2)CC1	-3	0	-1.9	-3	-0.1	0	-2	-2	3	6
CN(c1ccc(C(=O)NCCSC(C)(C)C)cc1)S(C)(=O)=O	5	-5	0.6	-3	-0.1	·	-13	1	-1	1
Nc1c(N(CCC2=CCCCC2)C(=O)c2ccccc2F)c(=O)[nH]c(=O)n1Cc1ccccc1	8	-1	-0.6	-4	0.1	-1	-7	-4	-4	3
CC1CCCC(C)N1C(=O)CSc1nnc(COc2cccc3cccnc23)o1 (stereo unspecified)	0	1	-1.4	-6	-0.3	-2	-1	-28	-1	-3
Cc1c(C(=O)OCC(=O)N(C)Cc2ccc(Cl)cc2)oc2ccccc12	9	-7	-1.4	-1	-1.1	-4	-16	0	-2	3
CNC(=S)n1cnc(N)n1	-5	0	0.3	-2	-1.3	4	3	-6	0	·
CCOC(=O)C1=C(N)Oc2cc(O)ccc2C1c1ccc([N+](=O)[O-])cc1 (stereo unspecified)	·	1	0.2	4	0.1	-4	4	0	4	-39
O=C(COc1ccc(Cl)cc1)NCCCNC(=O)c1ccncc1	-3	-2	-1.9	1	0.7	-4	-4	2	-2	8
Cc1nn(C)cc1NC(=O)c1cc2nc(-c3ccco3)cc(C(F)(F)F)n2n1	-1	2	-1.3	1	0.2	0	-3	1	-3	-40
COc1ccccc1-c1sc2ccccc2c1-c1ccc(C(C)=O)cc1	-4	-15	-0.6	-5	1.1	-2	-13	8	1	-58
CC(=O)NCC(=O)NC1CCCc2c1cnn2-c1ccccc1F (stereo unspecified)	2	-4	·	3	-2.0	-1	3	-8	-3	8
CN1C=CC=C/C1=C1\SC(=S)N(C2CCCCC2)C1=O	-3	16	0.4	0	-0.6	-1	4	-4	-3	34
Cc1ccc(-c2nn(-c3ccccc3)cc2/C=N/NC(=O)c2ccc3c(c2)OCO3)cc1	-2	-1	0.5	0	-0.4	-2	6	-1	0	-58
CC(=O)c1c(O)cc(=O)oc1-c1ccc(C)cc1	3	3	0.1	0	-2.2	0	1	-4	1	-3
COc1ccc(Cl)cc1NC(=O)c1cccc(NC(=O)CCC(=O)O)c1	6	-1	-0.7	0	-0.5	-8	-10	8	0	-15
N#C/C(=C/c1ccc(F)cc1)c1nc(CCN2C(=O)c3ccccc3C2=O)cs1	-10	-2	-1.4	1	2.6	-1	-2	-3	-3	9
Cc1ccn2c(NC3CCCCC3)c(C)nc2c1	-36	-1	-0.4	3	0.2	0	-11	-5	-2	10
O=C(Nc1ccc(C(=O)NCCCN2CCN(c3ccc(F)cc3)CC2)cc1)C1=CSCCO1	18	1	-1.8	-7	-0.4	6	-1	5	-1	-19
c1ccc2c(c1)nc(-c1ccncc1)n2CCNc1nc(CN2CCCCC2)cs1	8	-1	-1.3	6	0.2	1	-3	0	-4	22
CN(Cc1cccs1)C(=O)CSc1nc2ccccc2[nH]1	5	0	-1.9	-6	1.0	-3	0	2	2	21
Cc1cccc(NC(=O)C2CCN(S(=O)(=O)c3c(C)noc3C)CC2)c1	-6	-1	-3.2	0	0.7	-5	2	1	3	-35
Nn1c(SCC(=O)NC(=O)Nc2ccc3c(c2)OCCO3)nnc1C1CC1	5	-1	0.1	0	0.8	0	-8	-4	-6	5
Cc1ccc(S(=O)(=O)N(C)C)cc1NC(=O)C(C)OC(=O)c1ccc2c(c1)OCCO2 (stereo unspecified)	-16	1	-0.6	2	-0.3	-2	6	-14	3	3
O=C1C2CCCCC2C(=O)N1c1nccs1 (stereo unspecified)	-11	-1	0.0	0	-1.8	-1	5	1	-1	-1
CCc1c(C)nc2ncnn2c1Nc1ccc(C)cc1	4	2	-1.0	-2	1.6	-6	-8	-6	-2	3
Cc1n[nH]c(=S)n1/N=C/c1ccc(-c2ccccc2[N+](=O)[O-])o1	8	0	0.4	-1	1.8	·	-6	2	2	-13
CCOC(=O)C1CCCN(C(=O)c2ccc3c(c2)NC(=O)C(N2CCOCC2)S3)C1 (stereo unspecified)	2	3	1.1	-1	0.2	0	-2	6	0	7
O=C(c1cccc(Cl)c1)N1CCC2CC1c1cc(-c3ccc(F)cc3)ccc12 (stereo unspecified)	21	-9	-0.6	-2	0.0	0	1	0	-3	-33
CN(CP(=O)(O)CCc1ccccc1)S(C)(=O)=O	-3	-2	0.4	3	1.4	·	-2	0	-1	27
Clc1ccc(-c2nc3ccccn3c2CN2CCOCC2)cc1	-13	1	-3.7	-1	3.4	-3	1	-3	0	-19
COc1ccccc1/C=C(/CC(=O)NCc1ccc2c(c1)OCO2)c1nc2ccccc2s1	9	-5	-0.6	14	2.6	0	-3	2	-4	7
Cc1ccc(S(=O)(=O)Nc2ccc(O)c(S(=O)(=O)c3ccc(C)cc3)c2)cc1	-5	2	0.3	-3	1.7	-3	-3	-2	-3	5

Fetched one by one from above, three records:
SMILES	Rtt109 Vps75	DAGLB inhibitor	CAL PDZ FP-1	cardiac RTF act	LANA DNA inh	CAL PDZ FP-2	PKA-R2B activ	RTF Ca sens inh	Keap1 Nrf2 FP	SR-BI uptake up
CCc1c(C)nc2ncnn2c1Nc1ccc(C)cc1	4	2	-1.0	-2	1.6	-6	-8	-6	-2	3
CCOC(=O)C1CCCN(C(=O)c2ccc3c(c2)NC(=O)C(N2CCOCC2)S3)C1 (stereo unspecified)	2	3	1.1	-1	0.2	0	-2	6	0	7
Cc1n[nH]c(=S)n1/N=C/c1ccc(-c2ccccc2[N+](=O)[O-])o1	8	0	0.4	-1	1.8	·	-6	2	2	-13

Among those listed so far, five have two or more sulfur atoms.
SMILES	Rtt109 Vps75	DAGLB inhibitor	CAL PDZ FP-1	cardiac RTF act	LANA DNA inh	CAL PDZ FP-2	PKA-R2B activ	RTF Ca sens inh	Keap1 Nrf2 FP	SR-BI uptake up
CCOC(=O)C1CCN(C(=S)NC(=O)c2cccs2)CC1	-3	0	-1.9	-3	-0.1	0	-2	-2	3	6
CN(c1ccc(C(=O)NCCSC(C)(C)C)cc1)S(C)(=O)=O	5	-5	0.6	-3	-0.1	·	-13	1	-1	1
CN1C=CC=C/C1=C1\SC(=S)N(C2CCCCC2)C1=O	-3	16	0.4	0	-0.6	-1	4	-4	-3	34
CN(Cc1cccs1)C(=O)CSc1nc2ccccc2[nH]1	5	0	-1.9	-6	1.0	-3	0	2	2	21
Cc1ccc(S(=O)(=O)Nc2ccc(O)c(S(=O)(=O)c3ccc(C)cc3)c2)cc1	-5	2	0.3	-3	1.7	-3	-3	-2	-3	5

Sorted by value in cardiac RTF act (lowest first): some entries from above
| molecule | Rtt109 Vps75 | DAGLB inhibitor | CAL PDZ FP-1 | cardiac RTF act | LANA DNA inh | CAL PDZ FP-2 | PKA-R2B activ | Keap1 Nrf2 FP | SR-BI uptake up |
| --- | --- | --- | --- | --- | --- | --- | --- | --- | --- |
| CN(Cc1cccs1)C(=O)CSc1nc2ccccc2[nH]1 | 5 | 0 | -1.9 | -6 | 1.0 | -3 | 0 | 2 | 21 |
| Clc1ccc(-c2nc3ccccn3c2CN2CCOCC2)cc1 | -13 | 1 | -3.7 | -1 | 3.4 | -3 | 1 | 0 | -19 |
| Cc1ccc(S(=O)(=O)N(C)C)cc1NC(=O)C(C)OC(=O)c1ccc2c(c1)OCCO2 (stereo unspecified) | -16 | 1 | -0.6 | 2 | -0.3 | -2 | 6 | 3 | 3 |

Screening data deposited in PubChem by several laboratories.
